Screens as filed in PubChem.
HIV fusion peptide: cell-free HIV fusion peptide-binding blockers – biochemical, uHTS, fluorescence dequenching, primary screen (AID 1986); cell-free peptide binding, fluorescence dequenching, 30 min; higher % means a stronger effect; one-dose inhibition, % at 20 µM; IC50 in µM for titrated hits; 290,000 tested, 0.3% active; in the data active = inhibition mostly above about 52%, no sharp cut-off; inactive = mostly below about 76%; also: some results filed as inactive read as strong as hits
GPR55 activation: selective activators of receptor GPR55 – imaging, U2OS cells, beta-arrestin-GFP redistribution, primary screen (AID 1961) | one-dose activation, % at 10 µM; EC50 in µM for titrated hits | 290,000 tested, 0.048% active | U2OS GPR55 beta-arrestin-GFP redistribution imaging; higher % means a stronger effect;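 active = activation above 40% with more than 50 cells counted in the well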;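 also: U2OS osteosarcoma cells stably expressing GPR55 and beta-arrestin-GFP; plate controls were DMSO negative control for no effect and LPI positive control for full effect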
GPR35 arrestin U2OS: GPR35 antagonists blocking zaprinast-driven arrestin recruitment, primary screen, imaging, U2OS, beta-arrestin-GFP, zaprinast agonist (AID 2058); U2OS GPR35 beta-arrestin-GFP translocation imaging, zaprinast antagonism; higher % means a stronger effect; one-dose inhibition, % at 10 µM; IC50 in µM for titrated hits; 290,000 tested, 0.052% active;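 active = inhibition of at least 50% with at least 30 cells and total cytoplasm GFP at most 10,000,000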
GPR55 antagonists: inhibition of LPI-stimulated GPR55 beta-arrestin translocation – imaging, U2OS, beta-arrestin-GFP, LPI agonist, primary screen (AID 2013); one-dose inhibition, % at 10 µM; IC50 in µM for titrated hits; U2OS GPR55 beta-arrestin-GFP translocation imaging, LPI antagonism; higher % means a stronger effect; 290,000 tested, 0.13% active;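 active = spots per cell inhibited over 60%, with over 100 cells counted and total cytoplasm intensity under 500,000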;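 also: U2OS cells stably carrying GPR55 and arrestin-GFP stimulated by 5 µM LPI near EC80; imaged beta-arrestin-GFP aggregate spots per cell after agonist stimulation; plate controls were LPI-stimulated DMSO wells for no effect and DMSO wells without LPI for full effect; some results filed as inactive read as strong as hits; confirmed hits need IC50 under 10 µM and bright autofluorescent wells are also inconclusive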
West Nile virus CPE: West Nile virus antiviral activity, cell-based, CPE readout (AID 1621). West Nile virus-infected cells, CPE inhibition; higher % means a stronger effect. CPE inhibition, % at 10 µM; hits with a dose series show IC50 in µM. 290,000 tested, 0.02% active; in the data active = a potency from the dose series; also: strong numbers were not always called active
Dengue-2 NS5 capping: flavivirus cap methylation enzyme inhibition – biochemical, confirmation dose response, primary screen (AID 588689); Dengue-2 NS5 methyltransferase capping enzyme assay, biochemical; higher % means a stronger effect; one-dose inhibition, % at 25 µM; IC50 in µM for titrated hits; 340,000 tested, 0.3% active; in the data active = a potency from the dose series
KOR beta-arrestin-1: KOR agonists, beta-arrestin recruitment, primary screen, cell-based, luminescence, uHTS (AID 1777) | activation, % at 10 µM, or EC50 in µM where a hit was titrated | KOR beta-arrestin recruitment, luminescence; higher % means a stronger effect | 280,000 tested, 0.02% active; in the data active = activation above about 50%, passing the limit was not always enough; also: a part of the inactive calls stands beside numbers as strong as those of hits
KOR beta-arrestin-2: KOR antagonists, beta-arrestin recruitment, cell-based, luminescence, uHTS (AID 1778) | KOR beta-arrestin recruitment, luminescence, antagonist mode; higher % means a stronger effect | 290,000 tested, 0.091% active | inhibition, % at 10 µM; hits with a dose series show IC50 in µM; in the data active = inhibition above about 50%; also: strong numbers were not always called active
NOD1 inhibition: NOD1 signaling inhibitors, primary screen, cell-based, luminescence, uHTS (AID 1578) | NOD1-driven NF-kB luciferase reporter cells, luminescence; higher % means a stronger effect | inhibition, % at 4 µM; hits with a dose series show EC50 in µM | 290,000 tested, 1% active; in the data active = inhibition mostly above about 36%, no sharp cut-off; inactive = mostly below about 34%;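 also: HEK-293T reporter cells stimulated with the NOD1 agonist gamma-tri-DAP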
Dengue-2 NS5 capping pilot replicate: also measured in Dengue-2 NS5 capping; calls as there; inhibition, %; measured here: pilot screen replicate inhibition
* marks the source's active call; other numbers are inactive results; . = not tested or not shown; [ ] = remark or other dose.

Sample of the layout (3 entries):
SMILES | HIV fusion peptide | GPR55 activation | GPR35 arrestin U2OS | GPR55 antagonists | West Nile virus CPE | Dengue-2 NS5 capping | KOR beta-arrestin-1 | KOR beta-arrestin-2 | NOD1 inhibition | others
CCC(=O)NC1(C(F)(F)F)C(=O)Nc2c1c(=O)[nH]c(=O)n2Cc1ccco1 (centres undefined) | -1.8% | -0.2% | 1% | -14% | 0.1% | -1% | -0.1% | -11% | 10%
CCNC(=O)CNC(=O)c1nn(Cc2ccccc2)c(=O)c2ccccc12 | 2.2% | -0.1% | 0% | 2% | -0.1% | -5% | 4.4% | 18% | 11%
CCOC(=O)Cn1nc(-c2ccccc2)c2cnc3ccc(CC)cc3c21 | -1.7% | -0.2% | 5% | 3% | . | -1% | -0.5% | -28% | 38%

The list itself, previewed entries included:
SMILES | HIV fusion peptide | GPR55 activation | GPR35 arrestin U2OS | GPR55 antagonists | West Nile virus CPE | Dengue-2 NS5 capping | KOR beta-arrestin-1 | KOR beta-arrestin-2 | NOD1 inhibition | others
CCC(=O)NC1(C(F)(F)F)C(=O)Nc2c1c(=O)[nH]c(=O)n2Cc1ccco1 (centres undefined) | -1.8% | -0.2% | 1% | -14% | 0.1% | -1% | -0.1% | -11% | 10%
CCNC(=O)CNC(=O)c1nn(Cc2ccccc2)c(=O)c2ccccc12 | 2.2% | -0.1% | 0% | 2% | -0.1% | -5% | 4.4% | 18% | 11%
CCOC(=O)Cn1nc(-c2ccccc2)c2cnc3ccc(CC)cc3c21 | -1.7% | -0.2% | 5% | 3% | . | -1% | -0.5% | -28% | 38%
Cc1cc(C(=O)Nc2sc3c(c2C#N)CCCCC3)cs1 | 6.6% | -0.1% | -1% | 4% | -0.6% | -2% | -0.8% | 12% | -21%
CC(C)(C)c1ccc(OCCC(=O)Nc2cccc(S(=O)(=O)N3CCCCC3)c2)cc1 | -1.0% | -0.1% | 4% | 0% | -0.7% | -1% | 7.6% | -5% | 14%
Cc1ccc(C)n1-c1sc2c(c1C#N)CCC(C)C2 (centres undefined) | 1.1% | -0.1% | 12% | 2% | . | -7% | 8.3% | 30% | 10%
CCn1c(=O)oc2cc(NC(=O)CCl)ccc21 | -1.1% | -0.3% | -7% | 18% | 0.2% | -2% | 2.0% | -8% | 13%
CCOC(=O)C1CCCN(c2c(N3CCC(N4CCCCC4)CC3)c(=O)c2=O)C1 (centres undefined) | -4.4% | 0.7% | 5% | -2% | 0.2% | 3% | -4.7% | 22% | -15%
CC(C)C(NC(=O)c1ccco1)C(=O)NCC(c1ccco1)N1CCCCC1 (centres undefined) | -1.0% | -0.1% | -4% | 4% | -0.3% | -1% | -0.7% | 15% | -20%
CCNc1ccc(S(=O)(=O)N(C)C)cc1NCC(=O)Nc1ccc(Br)cc1F | -1.3% | 1.0% | 13% | 10% | -1.6% | 4% | 0.9% | 8% | 24%
CCN(CC)C(=O)C(C(=O)c1cccc([N+](=O)[O-])c1)n1cc(Cl)ccc1=O (centres undefined) | -0.3% | 0.5% | 3% | 1% | 0.5% | -9% | . | 6%[20 µM] | -16%
Cc1ccccc1N1CCN(C2CCCN(C(=O)c3ocnc3C)C2)CC1 (centres undefined) | -1.0% | 0.2% | 1% | 3% | -0.6% | 4% | 2.4% | -12% | -42%
Cn1c(N)c(C(=O)COC(=O)CCC(=O)c2cccs2)c(=O)n(C)c1=O | -0.5% | -0.2% | 8% | 4% | 0.3% | 4% | -5.7% | 14% | -5%
COc1ccc(C)cc1S(=O)(=O)N(C)CC(=O)Nc1ccccc1 | -1.1% | -0.1% | 0% | 7% | -0.1% | -3% | -3.4% | -32% | 8%
COC(=O)C1=C(C)NC(C)=C(C(=O)OC)C1c1ccccn1 | -0.4% | 0.0% | -4% | 8% | -0.4% | -4% | 1.6% | 33% | -21%
Cc1cccc(C(=O)NC2CCN(CC(=O)N3CCOCC3)CC2)c1 | 0.1% | -0.2% | 0% | -16% | -0.5% | -2% | 2.6% | 12% | -17%
Cc1ccc(C(=O)NCCc2c[nH]c3ccccc23)s1 | 0.3% | 1.1% | -5% | 6% | -0.6% | -1% | 2.9% | 8% | -30%
O=C(CCCSc1nc2ccccc2c(=O)[nH]1)c1ccc(F)cc1 | 0.5% | 1.1% | -9% | 8% | -0.9% | -12% | -3.2% | -2% | -16%
CC(=O)Nc1c(C)ccc(CNC(=O)COc2ccc(F)cc2)c1C | 0.9% | -0.3% | -11% | -2% | -0.5% | -8% | -1.1% | -13% | -14%
COc1cc(/C=N\NC(=O)c2c(C)nc3cc(C)ccn23)ccc1O | -1.6% | -0.1% | -8% | 7% | 1.0% | 2% | . | -10%[20 µM] | -39%
COc1ccc(CCN2CC(C(=O)N3CCCCCC3)CCC2=O)cc1 (centres undefined) | 0.0% | 0.0% | 5% | 14% | -1.1% | -8% | -1.4% | 1% | -28%
Cc1cccc(CC(=O)NCC(=O)NCc2cc(=O)n(C)c(=O)n2C)c1 | 2.8% | -0.1% | 14% | -9% | 0.1% | 4% | 7.0% | -60% | 10%
NC(=O)COC(=O)/C=C/c1ccc(S(=O)(=O)N2CCCCCC2)cc1 | -1.1% | 0.2% | 5% | 8% | 0.3% | 1% | 1.3% | -28% | -14%
COc1cc(Cl)c(CN2CCCC(CO)(Cc3ccccc3F)C2)cc1OC (centres undefined) | 2.7% | -0.3% | 13% | 25% | -1.4% | -9% | 3.5% | -28% | 22%
COc1ccc(/C=C2\SC(=NCc3ccccc3)N(Cc3ccccc3)C2=O)cc1OC | 1.1% | 0.1% | 5% | 12% | 0.1% | -2% | -5.3% | 10% | -8%
Next part
SMILES | HIV fusion peptide | GPR55 activation | GPR35 arrestin U2OS | GPR55 antagonists | West Nile virus CPE | Dengue-2 NS5 capping | KOR beta-arrestin-1 | KOR beta-arrestin-2 | NOD1 inhibition | others
COCCn1c(Cc2ccccc2)nnc1SCC(=O)NC1CC1 | -0.8% | -0.2% | -6% | -16% | 0.5% | 1% | 7.5% | -11% | -13%
O=C(CCNS(=O)(=O)c1ccc(Cl)cc1)N1CCOCC1 | -0.5% | 4.3% | 2% | -7% | -0.1% | -3% | -5.5% | 6% | 5%
CC(=O)Nc1ccc(NC(=O)CN(c2ccc([N+](=O)[O-])cc2)S(=O)(=O)c2ccccc2)cc1 | -1.1% | -0.2% | 3% | 5% | 0.2% | -9% | -7.0% | -1% | 0%
CC(C)=C1C2CCC1C1C(=O)N(c3ccc4c(c3)OCO4)C(=O)C21 (centres undefined) | -0.3% | 0.1% | 16% | 9% | -1.2% | -5% | 1.6% | -16% | -16%
CC(C(=O)c1ccccc1)[n+]1cccc(C(N)=O)c1 (centres undefined) | -0.8% | 0.2% | 8% | 3% | 0.1% | -12% | 0.5% | 29% | -8%
CC(=O)c1ccc(NS(=O)(=O)c2c(C)cc(C)cc2C)cc1 | -0.3% | -0.1% | -1% | 0% | -1.4% | -8% | -2.2% | 7%[20 µM] | -19%
COc1ccc(OC)c(NC(=O)CSc2n[nH]c(-c3cccnc3)n2)c1 | -1.2% | -0.1% | 11% | -2% | -0.1% | -6% | -6.4% | 6% | -25%
Cc1cc(C)c(S(=O)(=O)n2ccc3ccccc32)c(C)c1 | 0.9% | -0.1% | -4% | 4% | . | 2% | 15% | 37% | 12%
COc1cccc(NC(=O)N2CCCC2C(=O)NC23CC4CC(CC(C4)C2)C3)c1 (centres undefined) | -1.9% | -0.2% | -14% | 6% | -0.7% | 0% | 2.7% | 16% | -7%
CCc1nnc(NC(=O)CSc2ccc(-c3nc4ccc(C)cc4[nH]3)cn2)s1 | 1.7% | -0.2% | 4% | -3% | -0.3% | -3% | -0.4% | 10% | -22%
COC(=O)C1=C(C)N(c2ccc(OC)c(OC)c2)C(=O)/C1=C\c1cccs1 | -2.0% | -0.1% | 15% | -3% | -0.3% | -5% | -3.2% | 41% | -11%
CCN(CC)S(=O)(=O)c1ccc(C(=O)NCCN(C)C)cc1 | -1.0% | 0.2% | -9% | -11% | -0.2% | 8% | -2.6% | 0%[20 µM] | -32%
O=S1(=O)CCN2C(c3ccc4c(c3)CCCC4)=CSC2=N1 | 1.3% | 0.0% | 3% | -2% | 0.2% | 1% | -2.5% | -7% | -4%
Cc1oc(-c2ccccc2Cl)nc1CS(=O)(=O)CC(=O)NC(C)c1ccccc1 (centres undefined) | 0.0% | 0.0% | -3% | 7% | -1.0% | 1% | -8.9% | -30%[20 µM] | 3%
COC(=O)Cn1c(=NC(=O)CSCC(=O)NC2CCCCC2)sc2cc(OC)ccc21 | 0.0% | -0.2% | -10% | -2% | -0.2% | -3% | -3.8% | -9% | -1%
Cc1ccc(O)c(NC(=O)c2ccco2)c1 | -1.7% | -0.1% | 3% | 10% | -0.9% | -5% | 0.8% | 14% | -30%
O[C@@H]1CN(C2CCCCC2)CC[C@H]1N1CCN(CCc2ccccc2)CC1 | 3.1% | 0.2% | 17% | 18% | -0.6% | 0% | 0.5% | -13%[20 µM] | -11% | Dengue-2 NS5 capping pilot replicate=-5.8
O=[N+]([O-])c1ccc(N=NN(CCO)CCO)cc1 | -2.1% | 1.3% | -3% | 7% | 0.5% | -3% | -5.2% | 11% | 6%
CC1CCc2cc(F)ccc2N1C(=O)c1ccc2c(c1)OCO2 (centres undefined) | 0.6% | -0.4% | -12% | -1% | -1.1% | -4% | -2.1% | 37% | -12%
O=C1/C(=C/c2cccnc2)CCc2c1[nH]c1ccccc21 | -1.2% | -0.2% | 2% | -1% | 2.4% | -9% | -3.4% | -28% | 82%*
O=C(Nc1ccc(F)cc1)Nc1cnccn1 | -1.9% | -0.1% | 5% | 6% | 0.1% | -8% | -4.5% | 22% | 17%
O=S(=O)(c1ccc(Cl)cc1)N1CCCCCC1 | 0.9% | 0.4% | 0% | -2% | -0.1% | -1% | 0.2% | 6% | -40%
NCCSC1CC(=O)N(c2ccc(F)cc2)C1=O (centres undefined) | -0.2% | 0.3% | 7% | -3% | -0.3% | -3% | 3.8% | -14% | -8%
CC(=O)c1cccc(NC(=O)c2ccc(S(=O)(=O)N3CCCC3)cc2)c1 | -0.2% | -0.4% | -4% | 18% | 0.2% | -2% | 0.4% | 3% | -14%
CCOC(=O)C1CCN(c2ncnc3c2nnn3Cc2ccccc2Cl)CC1 | -2.0% | 5.7% | -4% | 10% | 0.9% | 1% | . | -12%[20 µM] | -30%
CCN(CCO)C(=S)Nc1cc(C(=O)OC)ccc1C(=O)OC | 0.5% | -0.2% | -7% | 0% | -0.4% | -3% | -3.2% | 2% | -34%
COc1ccc(S(=O)(=O)N(C(C)=O)c2ccc(OC(C)=O)c3ccccc23)cc1[N+](=O)[O-] | 0.4% | -0.2% | -4% | 3% | 0.3% | 0% | -3.0% | 26% | 20%
COC(=O)c1sccc1NC(=S)N1CCN(C)CC1 | 1.9% | -0.4% | -23% | 6% | 0.0% | -16% | -8.8% | 6% | -6%
CCOc1ccc(NC(=O)c2cccc3ccccc23)cc1 | -0.7% | 0.3% | 0% | -6% | -0.8% | -7% | 2.9% | -5% | 4%
CCOc1ccc(CNC(c2ccccc2)c2ccccc2)cc1 | 0.4% | 0.2% | 21% | 27% | 1.2% | -5% | -0.8% | 2% | -2% | Dengue-2 NS5 capping pilot replicate=0.9

Not all compounds are listed; count on the stated rates, not on these rows.
